dFosB act = mouse delta FosB homodimer activation | AID 493131 | activation, % at 25 µM | purified delta FosB, TAMRA-CDK5 oligo fluorescence polarization; percent of positive-control signal above neutral wells | 340,000 tested, 0.99% active | P13346;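 active means mean activation above about 17%, with every replicate also reaching it, limit read from the data, passing the limit was not always enough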;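 further: fluorescence polarization rise as delta FosB binds a TAMRA Cdk5 AP-1 oligo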
NSD2 inh = inhibitors of human histone methyltransferase NSD2. inhibition, % at 12.5 µM. NSD2 peptide methylation, AlphaScreen, 120 min. AID 743445. O96028. 310,000 tested, 0.54% active; in the data active means inhibition above about 50%
HTR5A inv ctr = counter-screen for OPRM1-OPRD1 inverse agonists: human HTR5A inverse agonism. P47898. HTR5A cell line, luminescence. 340,000 tested, 0.083% active. AID 504634. inhibition, % at 9.3 µM; in the data active means inhibition mostly above about 23%, no sharp cut-off; inactive means mostly below about 18%;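 further: 0% = cells with DMSO and 100% = no-cell wells with DMSO; some compounds called inactive have numbers as strong as hits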
Target sequence (P47898 whole entry, looked up): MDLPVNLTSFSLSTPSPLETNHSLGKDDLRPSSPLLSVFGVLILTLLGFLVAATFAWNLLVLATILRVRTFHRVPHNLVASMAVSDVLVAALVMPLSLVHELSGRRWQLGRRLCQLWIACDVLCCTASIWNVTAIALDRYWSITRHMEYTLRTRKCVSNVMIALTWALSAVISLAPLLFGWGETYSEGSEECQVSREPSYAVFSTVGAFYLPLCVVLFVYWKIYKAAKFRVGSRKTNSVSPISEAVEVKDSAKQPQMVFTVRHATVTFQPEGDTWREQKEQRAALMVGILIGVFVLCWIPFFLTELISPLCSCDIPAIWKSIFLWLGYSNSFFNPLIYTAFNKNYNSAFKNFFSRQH
MITF TRPM1 HTS = increases MITF-driven TRPM1 promoter luciferase signal | SK-MEL-5 TRPM1-promoter luciferase, 24 h; % of positive control, neutral wells = 0 | activation, % at 12.5 µM | 300,000 tested, 0.75% active;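 active means mean activation of at least 80% with every replicate also reaching 80%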;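 further: 0% = neutral control wells and 100% = parthenolide positive control wells; values of inactives mirror those of a sister screen read the other way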
SR-BI DiI inh = mouse SR-BI HDL lipid transfer inhibition; Q61009; ldlA[mSR-BI] CHO cells, DiI-HDL uptake fluorescence, 3 h; inhibition, % at 12.5 µM; 320,000 tested, 0.96% active; AID 488896;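 active means mean replicate inhibition of at least 70% and a set share of replicates each scoring 70 or more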;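 further: 0% = median of neutral control wells and 100% = median of positive control wells; values of inactives mirror those of a sister screen read the other way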
Target sequence (Q61009 whole entry, looked up): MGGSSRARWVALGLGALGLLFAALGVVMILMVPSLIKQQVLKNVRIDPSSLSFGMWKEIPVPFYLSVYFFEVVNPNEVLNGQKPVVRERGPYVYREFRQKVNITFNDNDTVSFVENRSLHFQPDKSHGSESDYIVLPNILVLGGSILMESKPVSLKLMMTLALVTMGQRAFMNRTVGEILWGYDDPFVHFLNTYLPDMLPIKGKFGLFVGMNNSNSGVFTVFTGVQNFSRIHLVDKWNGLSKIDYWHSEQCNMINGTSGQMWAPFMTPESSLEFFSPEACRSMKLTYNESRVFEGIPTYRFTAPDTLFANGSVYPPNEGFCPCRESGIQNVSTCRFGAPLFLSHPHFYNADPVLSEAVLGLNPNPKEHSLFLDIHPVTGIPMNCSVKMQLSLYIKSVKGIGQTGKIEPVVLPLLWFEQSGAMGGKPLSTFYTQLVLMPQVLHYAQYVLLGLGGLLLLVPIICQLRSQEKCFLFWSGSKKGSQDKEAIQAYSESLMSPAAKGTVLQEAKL
HTR5A ag = counter-screen for OPRM1-OPRD1 agonists: human HTR5A agonism | HTR5A agonist assay, luminescence, cell-based | activation, % at 9.3 µM | 340,000 tested, 0.61% active | P47898; in the data active means activation mostly above about 9.5%, no sharp cut-off; inactive means mostly below about 7.6%;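 further: 0% = cells with vehicle only and 100% = reference agonist; strong numbers were not always called active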
PvdQ inh = P. aeruginosa PvdQ acylase inhibition | inhibition, % at 10 µM | AID 488965 | purified PvdQ acylase, fluorescence plate reader | 340,000 tested, 0.063% active; in the data active means inhibition above about 30%, passing the limit was not always enough;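 further: 0% = vehicle neutral wells and 100% = reference inhibitor wells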
V-ATPase pH = yeast V-ATPase proton transport regulation by pHLuorin | response, % at 10 µM | AID 504577 | 350,000 tested, 0.37% active | S. cerevisiae, pHLuorin cytosolic pH fluorescence; in the data active means response mostly above about 7.3%, no sharp cut-off; inactive means mostly below about 5.4%; further: actives read high; inactives centre near 0; some compounds called inactive have numbers as strong as hits; reference of the scale not given here
CDK5 p35 inh = blocks human CDK5/p35 kinase activity. Q00535+Q15078. Recombinant CDK5/p35, ADP-Glo luminescence, 60 min. inhibition, % at 10 µM. 330,000 tested, 0.01% active. AID 488839;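 active means highest replicate inhibition of at least 50% and at least 75% of replicates reaching 50%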;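 further: plate controls were DMSO neutral control for no effect and GW8510 at 10 µM for full effect; many of its hits are not listed in these tables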
Wnt act = activators of Wnt/beta-catenin signaling | Wnt/beta-catenin reporter cell assay, activator, plate reader | AID 743398 | 300,000 tested, 1.2% active | activation, % at 9.35 µM; in the data active means activation above about 30%, passing the limit was not always enough;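 further: 0% = neutral control wells and 100% = positive control wells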
* marks the source's active call; other numbers are inactive results; . = not tested or not shown.

SMILES	dFosB act	NSD2 inh	HTR5A inv ctr	MITF TRPM1 HTS	SR-BI DiI inh	HTR5A ag	PvdQ inh	V-ATPase pH	CDK5 p35 inh	Wnt act
C[C@@H]1CC[C@@]2(O[C@@H](CCO)C[C@H](O)[C@H]2O)O1	6	.	-2	-11	-14	1	-11	0	-0.1	-1
Cc1nnc2sc(-c3ccc(NC(=O)CSc4ccc(Cl)cc4)cc3)nn12	15	8	1	.	33	0	-3	-6	-3.9	.
O=C(NCc1ccco1)c1nc2c(nnn2Cc2cccc(Cl)c2)c(=O)[nH]1	-2	.	-8	5	-12	2	-1	-6	0.7	1
COc1cc(C(=O)N2CCN(C(=O)C3CCCO3)CC2)cc(OC)c1OC (centres undefined)	-3	-1	3	-2	-20	-3	-4	6	-1.0	1
COc1ccc(S(=O)(=O)N2CCOCC2)cc1NC(=O)c1cccc(-n2cccc2)c1	-13	4	-17	7	67	-3	-17	1	0.3	-11
CC(C)(C)c1ccc(-c2nnc(SCC(=O)NCC3CCCO3)n2N)cc1 (centres undefined)	0	15	-5	8	6	2	-13	-3	0.9	-1
O=C(NC(=O)c1ccccc1)Nc1ccccn1	-6	-6	-4	-81	9	1	-3	0	21	-6
CCCCC(c1nnnn1CS(=O)(=O)c1ccc(C)cc1)N1CCN(c2ccccc2)CC1 (centres undefined)	-2	3	-33	-13	31	-6	-16	-1	2.2	-4
Cc1ccccc1CC(=O)Nc1ccc(C(=O)N2CCCC2)cc1	-1	.	-20	17	2	2	-5	-2	-0.7	2
Cc1ccoc1C(=O)Nc1ccc(CC(=O)O)cc1	-7	-2	2	.	-14	2	-16	.	2.4	0

Look-ups from the results shown.
`Cc1nnc2sc(-c3ccc(NC(=O)CSc4ccc(Cl)cc4)cc3)nn12` in CDK5 p35 inh → -3.9
`CC(C)(C)c1ccc(-c2nnc(SCC(=O)NCC3CCCO3)n2N)cc1` (centres undefined) in NSD2 inh → 15
`O=C(NCc1ccco1)c1nc2c(nnn2Cc2cccc(Cl)c2)c(=O)[nH]1` in PvdQ inh → -1

Next section
SMILES	dFosB act	NSD2 inh	HTR5A inv ctr	MITF TRPM1 HTS	SR-BI DiI inh	HTR5A ag	PvdQ inh	V-ATPase pH	CDK5 p35 inh	Wnt act
CCC1CCCCN1CCCNC(=O)C1CCN(S(=O)(=O)N2CCCCC2)CC1 (centres undefined)	4	3	-9	16	.	3	-13	3	-1.2	.
COc1cccc(OCC(=O)Nc2ccccc2-c2ccccc2)c1	-5	-10	.	12	53	.	-9	0	0.0	2
Cn1c(-c2ccccc2)cc2c3no[n+]([O-])c3ccc21	2	7	-6	-29	55	2	19	0	0.0	.
CC(=O)NC1=NN(C(C)=O)C(c2ccc(F)cc2)S1 (centres undefined)	3	1	4	-9	-12	-1	-5	-2	-0.4	-1
Cc1cc(O)c(C(C)C)cc1N=Cc1ccccc1[N+](=O)[O-]	0	1	2	-5	-10	-1	-11	-1	0.4	-3
Cc1ccc(NC(=O)c2ncn(CC(=O)N[C@H](C)c3cccc4ccccc34)n2)cc1C	14	.	2	18	25	0	-6	-2	0.2	-2
CC(=O)Oc1ccc2c(C)cc(=O)oc2c1C(=O)c1ccccc1	-11	-2	-7	-7	-1	3	-17	-2	0.1	0
CNC(=O)C1=C(C)Nc2nc3ccccc3n2C1c1ccc(F)cc1 (centres undefined)	-4	-3	-17	4	-3	6	-14	-1	0.2	20
CC1=C(C(=O)Nc2cccc(C(=O)NC3CCCC(C)C3C)c2)SCCO1 (centres undefined)	-2	3	7	-4	36	-5	-12	-1	1.0	-2
O=C(O)c1ccc(N/N=C/c2ccc(OC(=O)c3cccc(Cl)c3)cc2)cc1	-10	.	15	-76	-6	-4	1	-2	0.7	3

Rewritten bar-delimited: entries from further up
SMILES | dFosB act | NSD2 inh | HTR5A inv ctr | MITF TRPM1 HTS | SR-BI DiI inh | HTR5A ag | PvdQ inh | V-ATPase pH | CDK5 p35 inh | Wnt act
CC1=C(C(=O)Nc2cccc(C(=O)NC3CCCC(C)C3C)c2)SCCO1 (centres undefined) | -2 | 3 | 7 | -4 | 36 | -5 | -12 | -1 | 1.0 | -2
O=C(O)c1ccc(N/N=C/c2ccc(OC(=O)c3cccc(Cl)c3)cc2)cc1 | -10 | . | 15 | -76 | -6 | -4 | 1 | -2 | 0.7 | 3

Next compounds:
SMILES	dFosB act	NSD2 inh	HTR5A inv ctr	MITF TRPM1 HTS	SR-BI DiI inh	HTR5A ag	PvdQ inh	V-ATPase pH	CDK5 p35 inh	Wnt act
O=C(Nc1nc2c(s1)CCCC2)c1ccc(N2C(=O)CCC2=O)cc1	-3	2	-12	37	58	4	-7	-5	-1.2	-1
COc1cc(/C=C2\Oc3cc(O)ccc3C2=O)ccc1O	-10	.	10	78	-19	4	-8	-4	23	4
CCOC(=O)Nc1ccc2c(c1)nc(CN1CCOCC1)n2C	5	.	14	1	-4	-6	-6	-1	0.3	.
COc1ccc(-c2[nH]c(-c3ccc(C(=O)O)cc3)nc2-c2ccccc2)cc1	-1	4	5	.	12	-2	-16	2	0.3	.
Cc1ccc(OCC(=O)n2nc(C)cc2C)c(Br)c1	-2	-6	13	-18	-9	4	-8	0	-1.3	-1
CN(Cc1ccon1)C(=O)CCc1nnc(Cc2ccc(-c3ccccc3)cc2)o1	-2	2	6	2	6	-2	-12	-5	-1.0	-3
CCCCCCCC(=O)N/N=C/c1ccc([N+](=O)[O-])o1	-9	2	1	-34	-39	0	-4	-3	-2.5	-1
O=C(/C=C/c1ccc2c(c1)OCCCO2)c1ccccc1O	-9	3	-19	51	-9	5	4	0	4.1	14
O=c1[nH]n2c(-c3ccccc3)nc(O)c2c2ccccc12	-4	0	-9	-8	8	3	-15	0	-0.3	.
O=C(CCN1C(=O)c2ccccc2C1=O)Nc1cccnc1	-1	-4	-5	-3	3	2	3	-2	0.6	-21
CN(C(=O)c1cccc(S(=O)(=O)NCc2ccccc2)c1)C1CCCCC1	-3	-1	5	4	-5	-1	-6	2	-1.3	0
CCOC(=O)c1c(CN2CCCCC2)n(C)c2cc(Br)c(OC)cc12	12	-1	-8	10	28	4	-14	0	2.1	.
O=C(Nc1nc(-c2ccccc2)cs1)c1cccc([N+](=O)[O-])c1	2	6	10	25	51	1	-16	-3	1.0	.
COC(=O)C(=N/Nc1ccccc1C(=O)OC)/C(C)=N/O	-5	26	-7	3	21	3	-9	3	0.1	3
CCOc1ccc(/C(O)=C2/C(=O)C(=O)N(CCOCCO)C2c2cccnc2)cc1 (centres undefined)	2	0	-3	0	-6	-1	-16	.	-0.6	.
Cc1cc(OC(=O)c2ccc3ccccc3c2)c([N+](=O)[O-])c(=O)[nH]1	1	0	2	1	-27	-2	-6	-4	0.6	-4
CCOc1ccc2nc(Cl)sc2c1	8	.	34	8	-32	2	7	2	1.6	0
C=CCN(CC=C)C(=S)Nc1cc(Cl)ccc1OC	2	-3	-11	-5	24	11	9	4	1.0	-1
O=[N+]([O-])c1ccc(-c2cccnc2)cc1	1	158*	1	11	-2	0	49*	-1	-1.6	-2
O=C(CN1C(=O)C2C3CCC(C3)C2C1=O)Oc1ccc2ccccc2c1 (centres undefined)	-6	-2	19	5	-19	-1	1	-2	-0.2	-1

Whole records from above. Screens in order: dFosB act, NSD2 inh, HTR5A inv ctr, MITF TRPM1 HTS, SR-BI DiI inh, HTR5A ag, PvdQ inh, V-ATPase pH, CDK5 p35 inh, Wnt act
O=C(Nc1nc(-c2ccccc2)cs1)c1cccc([N+](=O)[O-])c1 across the screens: 2, 6, 10, 25, 51, 1, -16, -3, 1.0, .
COC(=O)C(=N/Nc1ccccc1C(=O)OC)/C(C)=N/O across the screens: -5, 26, -7, 3, 21, 3, -9, 3, 0.1, 3
Cc1cc(OC(=O)c2ccc3ccccc3c2)c([N+](=O)[O-])c(=O)[nH]1 across the screens: 1, 0, 2, 1, -27, -2, -6, -4, 0.6, -4
O=[N+]([O-])c1ccc(-c2cccnc2)cc1 across the screens: 1, 158*, 1, 11, -2, 0, 49*, -1, -1.6, -2
CN(C(=O)c1cccc(S(=O)(=O)NCc2ccccc2)c1)C1CCCCC1 across the screens: -3, -1, 5, 4, -5, -1, -6, 2, -1.3, 0

The list goes on.
SMILES	dFosB act	NSD2 inh	HTR5A inv ctr	MITF TRPM1 HTS	SR-BI DiI inh	HTR5A ag	PvdQ inh	V-ATPase pH	CDK5 p35 inh	Wnt act
COc1ccc(C(NC(=O)N2CC(C)OC(C)C2)C(Cl)(Cl)Cl)cc1F (centres undefined)	4	-3	-21	3	-23	1	-7	4	-0.3	.
OC(COc1ccc2ccccc2c1Br)Cn1ccnc1 (centres undefined)	1	-1	-5	-7	-9	1	-5	-2	0.4	.
CC(C)n1c(SCC(=O)NCc2ccco2)nc2c1c(=O)n(C)c(=O)n2C	-6	-1	-13	0	-1	-2	9	1	0.4	.
O=C1NC[C@@H](Cc2ccc(O)cc2)N(CCc2cccc(F)c2)C1=O	-2	.	-17	6	-18	7	-3	-1	0.4	-2
CC1CCN(S(=O)(=O)c2cccc(C(=O)NCc3cccs3)c2)CC1	-4	-1	-8	-13	13	0	-17	0	-1.1	.
CSc1ccccc1OCc1cc(C(=O)N2CCN(C)C(c3ccccc3)C2)no1 (centres undefined)	-19	0	4	12	30	0	-13	0	-0.3	1
COCCCNC(=O)CNC(=O)c1nn(-c2ccc(OC)c(Cl)c2)c(=O)c2ccccc12	-8	-1	7	5	-14	-2	-7	0	0.2	1
COc1ccc(NC(=O)CS(=O)(=O)c2ccccc2)cc1	-6	-1	-2	10	7	1	-3	1	-0.6	1
Cc1ccc(NC(=O)N2CCCC2C(=O)Nc2ccc3c(c2)OCCO3)cc1 (centres undefined)	-7	3	-14	1	-12	4	7	-1	0.1	13
O=C(CSc1nc2ccc(NC(=O)c3ccccc3C(=O)O)cc2s1)Nc1ccc(F)c([N+](=O)[O-])c1	-18	4	1	-2	14	0	2	1	2.2	35*
Cc1ccc(NC(=O)CS(=O)CC(=O)N(CC(=O)NC2CCCC2)c2cc(C)ccc2C)cc1 (centres undefined)	-8	2	-3	-1	22	1	4	3	2.4	.
CS(=O)(=O)N(CC(=O)Nc1ccc2c(c1)OCO2)Cc1ccccc1	-5	2	-9	19	11	4	1	2	-1.7	3
CN(C)C(CNC(=O)CSc1nc2sc3c(c2c(=O)n1C)CCC3)c1ccccc1 (centres undefined)	-8	3	-14	2	11	7	-23	1	-3.6	-1
C/C(=N/Nc1ccc(C(=O)O)cc1)c1ccc(O)c(O)c1O	-5	31	-8	4	1	1	6	0	-0.5	.
C/C(=C\c1ccccc1)CN1CCN(c2ccccc2F)CC1	-15	.	11	13	-10	3	-10	5	1.8	.
CCNC(=O)c1ccccc1NC(=O)c1cccc(S(=O)(=O)N2CCOCC2)c1	-17	-2	2	8	6	-1	-11	1	-0.4	-3
Cc1ccc(O)c(-c2cc(C(=O)Nc3ccc(S(=O)(=O)Nc4nc(C)cc(C)n4)cc3)[nH]n2)c1	7	-2	2	-11	14	-1	10	-3	1.8	.
CCc1nnc(NC(=O)CSc2nnc(Cc3cc(=O)[nH]c(=O)[nH]3)n2-c2ccc(OC)cc2)s1	-6	.	-5	.	-16	1	-8	-5	0.5	0
O=C(O)c1ccc(NC(=O)c2cn(-c3ccccc3)nc2-c2ccc(F)cc2)cc1	-11	-3	-29	61	4	10	-6	-2	1.6	20

Screens from PubChem BioAssay.
